SMARCA2 activ – SMARCA2 (BRM) function activators, primary screen, cell-based, luminescence, high throughput | MG213 cells, MMTV-luciferase reporter, dexamethasone, overnight | AID 652017, 2013 | hit rate 1% among 370,000 | activation, % at 9.1 µM; in the data active = activation above about 7.8%;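 also: 0% = vehicle wells and 100% = reference activator wells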
rCAG RNA binder – binders of r(CAG) RNA repeats, primary screen, biochemical, fluorescence; hit rate 1.3% among 370,000; r(CAG) RNA repeat, TO-PRO-1 dye displacement fluorescence; inhibition, % at 3 µM; AID 651821, 2012;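 active = inhibition above the plate cutoff, the mean of all test compounds on that plate plus 3 SD, cut at about 35% in these data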;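 also: 0% = DMSO alone and 100% = 100 µM mitoxantrone as full dye displacement; higher means more dye released from RNA so lower well fluorescence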
ABHD4 inh – ABHD4 inhibitors, primary screen, biochemical, fluorescence polarization, mouse; AID 720543, 2013; hit rate 0.54% among 370,000; inhibition, % at 8.92 µM; purified mABHD4, FP-Rh probe fluorescence polarization;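 active = inhibition exceeding the mean over every tested compound plus 3 SD, cut at about 30% in these data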;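 also: 0% = plate median of compound wells and 100% = S159A mutant with DMSO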
Target sequence (Q8VD66 whole entry, looked up): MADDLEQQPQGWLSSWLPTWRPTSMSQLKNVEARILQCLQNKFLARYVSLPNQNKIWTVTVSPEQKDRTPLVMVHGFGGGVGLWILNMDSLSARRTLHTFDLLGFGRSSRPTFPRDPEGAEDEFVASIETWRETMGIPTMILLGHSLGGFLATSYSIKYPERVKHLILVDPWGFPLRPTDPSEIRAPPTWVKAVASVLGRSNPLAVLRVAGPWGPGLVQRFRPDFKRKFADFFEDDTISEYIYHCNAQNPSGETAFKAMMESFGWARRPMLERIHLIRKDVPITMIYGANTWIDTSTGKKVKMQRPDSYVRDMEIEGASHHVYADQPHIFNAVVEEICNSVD
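Assay system: mouse ABHD4 enzyme, wild type / Also added: fluorescent activity-based probe FP-Rh / Doses: single nominal dose of 8.92 µM, 0.89% DMSO final / Timing: 45 min compound pre-incubation plus 60 min probe step, 25 °C / Signal: FP readout, ex 525 nm / em 598 nm / Control set: S159A mutant/DMSO as 100%, compound-well median as 0%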
HTRA1 inh – HTRA1 serine protease inhibitors, primary screen, biochemical, fluorescence polarization, HTS; hit rate 0.5% among 340,000; inhibition, % at 5.96 µM; recombinant HTRA1, FP-rhodamine activity-based probe; Q92743; in the data active = inhibition above about 36%;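 also: 0% = enzyme with DMSO and 100% = wells lacking enzyme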
ARFGAP1 inh – inhibitors of rat ARFGAP1 GAP activity, primary screen, biochemical, fluorescence polarization, GDP tracer. ADP-ribosylation factor GTPase-activating protein 1 (Rattus norvegicus), Q62848. hit rate 0.26% among 360,000. inhibition, % at 16.5 µM. Arfgap1-stimulated ARF1 GTP hydrolysis, GDP FP detection;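 active = inhibition above a per-plate limit, mean inhibition of low control wells plus 3 SD, cut at about 25% in these data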;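 also: 0% = DMSO wells with enzyme and 100% = wells lacking Arfgap1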
Target sequence (Q62848 1-136 limits assumed): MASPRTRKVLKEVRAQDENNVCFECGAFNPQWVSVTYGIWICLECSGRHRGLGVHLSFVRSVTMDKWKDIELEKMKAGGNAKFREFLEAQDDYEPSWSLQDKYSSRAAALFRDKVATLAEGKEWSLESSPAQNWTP
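Material: rat Arfgap1 catalytic domain, aa 1-136; also added: human ARF1(Δ1-17)-GTP substrate; compound dosing: one concentration, 16.5 µM, DMSO 1.26%; incubation: GTP hydrolysis reaction 2 h at 25 °C; measured by: Tracer-displacement fluorescence polarization with EDTA stop, 620/688 nm; evaluation: % inhibition from polarization; repeats: one replicate per compound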
GC-B act – human GC-B receptor activators, primary screen, HEK293 GC-B cells, cGMP TR-FRET, EC30 CNP; activation, % at 10 µM; AID 1920062, 2024; 0% at EC30 CNP, 100% saturating CNP; Atrial natriuretic peptide receptor 2 (Homo sapiens), P20594; hit rate 0.11% among 370,000;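 active = activation at 10 µM reaching about 35% in either raw or pattern-adjusted values, limit read from the data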
Rev-erbA mod – modulators of Rev-erb alpha DNA binding, primary screen, biochemical, FITC-DNA, fluorescence polarization, uHTS | Rev-erbα–FITC-DNA binding, 90 min | activity, % at 10 µM | hit rate 0.79% among 370,000 | AID 1259318, 2017;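 active = activity above about 14%, limit read from the data; passing the limit was not always enough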;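 also: 0% = DMSO wells with 35 nM protein and 100% = DMSO wells with 750 nM protein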
PG9 Ab binder – binders of HIV-1 gp120 antibody PG9, primary screen, biochemical, TR-FRET. HIV-1 gp120 / PG9 antibody interaction. TR-FRET gp120-PG9 antibody binding. inhibition, % at 6.7 µM. hit rate 0.43% among 360,000; in the data active = inhibition above about 8.5%
ASAP1 inh – inhibitors of human ASAP1 ArfGAP activity, primary screen, biochemical, fluorescence polarization; Arf-GAP with SH3 domain, ANK repeat and PH domain-containing protein 1 (Homo sapiens), …; ASAP1-stimulated ARF1 GTP hydrolysis, GDP FP detection; inhibition, % at 16.5 µM; hit rate 0.19% among 360,000; AID 624377, 2012; in the data active = inhibition above about 25%;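 also: 0% = vehicle with enzyme and substrate and 100% = no enzyme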
Target sequence (Q9ULH1 325-724 limits assumed): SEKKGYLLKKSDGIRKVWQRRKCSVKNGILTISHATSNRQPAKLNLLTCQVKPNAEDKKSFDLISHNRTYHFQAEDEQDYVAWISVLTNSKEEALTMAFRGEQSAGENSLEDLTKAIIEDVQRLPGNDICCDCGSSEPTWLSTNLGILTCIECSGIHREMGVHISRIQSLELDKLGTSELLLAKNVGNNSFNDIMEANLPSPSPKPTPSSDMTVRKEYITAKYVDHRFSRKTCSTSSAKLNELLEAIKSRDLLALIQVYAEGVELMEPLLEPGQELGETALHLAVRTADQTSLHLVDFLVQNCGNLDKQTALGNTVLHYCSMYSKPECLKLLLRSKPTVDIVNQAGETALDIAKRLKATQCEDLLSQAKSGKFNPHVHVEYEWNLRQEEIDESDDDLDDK
GC-A act – GC-A stimulated cGMP production enhancers – HEK293 GC-A cells, cGMP TR-FRET, EC30 ANP, primary screen. hit rate 0.14% among 370,000. AID 1671463, 2021. Atrial natriuretic peptide receptor 1 (Homo sapiens), P16066. 0% at EC30 ANP, 100% saturating ANP. activation, % at 10 µM; in the data active = activation above about 40%
Starred values were filed as active, the others as inactive; . = not tested or not shown. Only part of the results is shown. The share of hits here may be higher or lower than overall.

SMILES | SMARCA2 activ | rCAG RNA binder | ABHD4 inh | HTRA1 inh | ARFGAP1 inh | GC-B act | Rev-erbA mod | PG9 Ab binder | ASAP1 inh | GC-A act
CN(C)C(=O)Oc1cccc2c(OC(=O)N(C)C)cccc12 | -2.6 | 0.9 | 1.4 | 3.5 | -2.1 | -4.0 | -1.6 | -0.4 | 0.1 | -0.7
CCn1cc(CN2CCCC(C(=O)c3cccc(OC)c3)C2)c(C)n1 (stereo unspecified) | -0.2 | -7.5 | -2.1 | -15.3 | 8.2 | 0.0 | -5.5 | -0.9 | 2.1 | -6.8
CCN1CCN(Cc2ccccc2C)CC1 | 0.0 | -2.0 | 1.2 | 2.5 | 8.6 | 5.4 | 0.5 | -0.2 | 16.9 | 0.8
CN1C(=O)C(=CN2CCN(C(=O)c3ccco3)CC2)C(=O)N(C)C1=S | 2.2 | 0.5 | -3.5 | -5.1 | 3.6 | 4.9 | 0.9 | -1.4 | 2.9 | -0.5
O=C(/C=C/c1ccc2c(c1)OCO2)c1c(O)n(CCC2=CCCCC2)c(=O)[nH]c1=O | 2.4 | 8.1 | -0.3 | 2.2 | 3.9 | -3.2 | -0.6 | -1.4 | -8.7 | 1.6
CC(Cc1ccccc1)[n+]1cc(/N=C(\[O-])Nc2ccccc2)on1 (stereo unspecified) | -1.6 | -4.3 | 0.7 | 1.8 | -8.0 | 1.8 | 0.2 | -0.6 | -1.0 | 2.9
OC(c1ccncc1)(c1ccc(F)cc1)c1ccc(F)cc1 | -6.0 | 3.3 | -4.0 | -4.1 | 2.3 | -1.2 | -0.3 | 0.1 | 4.6 | -2.9
COP(=O)(Cc1ccc(C#N)o1)OC | 1.4 | -0.9 | -1.0 | 9.0 | 15.6 | -4.2 | -2.2 | 0.2 | 6.1 | -4.2
Cc1ccn2nc(S(=O)(=O)Nc3c(F)cccc3F)nc2n1 | 1.1 | 2.3 | 3.5 | 3.1 | -8.0 | 3.9 | -5.2 | -0.5 | -8.5 | 2.6
C[C@]12CCC3C(CC[C@H]4C[C@@H](O)CC[C@]34C)C1C/C(=N/O)[C@@H]2O (stereo partly specified) | -3.9 | 3.0 | -0.2 | 4.2 | 2.2 | 2.0 | -11.9 | -0.1 | -1.3 | -1.3
CCN1CCN(Cc2ccc(C)cc2)CC1 | -2.0 | -1.8 | -2.7 | 7.4 | -5.5 | -0.3 | -3.2 | -2.0 | -6.9 | -1.3
OC(Cn1c2ccccc2c2ccccc21)C[n+]1ccccc1 (stereo unspecified) | 4.5 | 3.6 | 4.8 | 9.6 | 2.4 | 5.8 | -2.5 | 2.4 | -4.1 | 1.8
CCOc1cc(C2C(C#N)=C(N)Oc3c2c(=O)oc2ccccc32)ccc1OC(=O)c1cccs1 (stereo unspecified) | -0.8 | 46.5* | 4.7 | -23.3 | -3.7 | 4.9 | 3.0 | 1.8 | 10.7 | 2.0
O=C(c1ccccc1[N+](=O)[O-])N1CCC2(CC1)OCCO2 | 1.5 | 1.2 | -0.2 | 3.3 | -13.3 | 3.4 | -1.8 | 0.3 | 2.3 | -0.4
COc1ccc(NP2(=O)NCCCN2)cc1 | -0.9 | -0.1 | 6.6 | 1.4 | 2.6 | 1.9 | -3.6 | -1.7 | -10.2 | -2.4
CCCCn1c(=O)c(C(=O)Nc2ccccc2)c(O)c2ccccc21 | -3.4 | -1.1 | -8.2 | 2.8 | 3.0 | -5.7 | 1.2 | 0.3 | 5.7 | -5.2
CC/C(=N\Nc1cccc2ccccc12)c1c(O)[nH]c(=O)[nH]c1=O | -1.5 | 21.8 | 20.2 | 30.9 | -0.6 | -9.8 | 4.6 | -2.9 | -4.3 | -14.9
C=CCn1c(O)c(/C=C/C=Nc2ccccc2)c(=O)[nH]c1=O | -2.3 | -11.6 | 7.3 | 1.2 | -2.8 | 1.7 | 14.7 | -4.7 | -10.6 | 6.6
COc1ccc(S(=O)(=O)N2CCOCC2)cc1NC(=O)COC(=O)Cc1ccccc1 | -2.1 | 5.3 | 2.2 | -6.5 | -1.4 | 2.1 | 0.5 | -0.7 | 3.3 | -1.3
COc1ccc(CCC(=O)NCCc2cnc[nH]2)cc1 | -1.2 | 1.0 | -0.6 | -0.1 | 6.3 | 6.0 | -1.3 | -1.8 | 10.7 | -7.1
O=C(O)C(Cc1cnc[nH]1)NS(=O)(=O)c1ccc(Br)cc1 (stereo unspecified) | 4.5 | -0.5 | 1.5 | -2.0 | -1.8 | -6.4 | -3.5 | -0.6 | -8.9 | 0.6
N#CC1c2ccccc2-n2nncc2CN1S(=O)(=O)c1ccc(Cl)cc1 (stereo unspecified) | -0.1 | 1.8 | 0.3 | 7.2 | 9.8 | 2.6 | -4.7 | -0.6 | 0.6 | 0.0
COc1ccc2[nH]cc(CCN(C)C)c2c1 | -4.9 | 3.1 | -13.4 | 0.6 | 2.3 | -2.0 | -2.0 | -1.4 | 1.2 | -1.1
COc1ccccc1OCC(=O)N1CCN(Cc2ccc3c(c2)OCO3)CC1 | -3.6 | -7.1 | -4.6 | 1.4 | -1.9 | -1.7 | 4.6 | -2.3 | -3.9 | -0.9
COc1cccc(N2C(=O)NC(=O)/C(=C\c3cn(C)c4ccccc34)C2=O)c1 | 1.9 | -174.4 | -6.6 | 2.6 | -7.8 | 5.1 | 3.9 | -0.1 | 0.1 | 6.8

4 records picked at random from those above, as already listed:
SMILES | SMARCA2 activ | rCAG RNA binder | ABHD4 inh | HTRA1 inh | ARFGAP1 inh | GC-B act | Rev-erbA mod | PG9 Ab binder | ASAP1 inh | GC-A act
COP(=O)(Cc1ccc(C#N)o1)OC | 1.4 | -0.9 | -1.0 | 9.0 | 15.6 | -4.2 | -2.2 | 0.2 | 6.1 | -4.2
COc1ccc(NP2(=O)NCCCN2)cc1 | -0.9 | -0.1 | 6.6 | 1.4 | 2.6 | 1.9 | -3.6 | -1.7 | -10.2 | -2.4
CC(Cc1ccccc1)[n+]1cc(/N=C(\[O-])Nc2ccccc2)on1 (stereo unspecified) | -1.6 | -4.3 | 0.7 | 1.8 | -8.0 | 1.8 | 0.2 | -0.6 | -1.0 | 2.9
COc1cccc(N2C(=O)NC(=O)/C(=C\c3cn(C)c4ccccc34)C2=O)c1 | 1.9 | -174.4 | -6.6 | 2.6 | -7.8 | 5.1 | 3.9 | -0.1 | 0.1 | 6.8

Later entries:
SMILES | SMARCA2 activ | rCAG RNA binder | ABHD4 inh | HTRA1 inh | ARFGAP1 inh | GC-B act | Rev-erbA mod | PG9 Ab binder | ASAP1 inh | GC-A act
COC(=O)C1=C(c2c(C)noc2C)C[C@@H]2CC[C@H]1N2C(=O)NCCOc1ccc(OC)cc1 | -1.6 | -3.9 | -18.7 | -0.3 | -6.0 | -1.2 | 0.5 | -0.4 | 2.0 | -3.7
COC(=O)NC(=C(Cl)Cl)P(=O)(c1ccccc1)c1ccccc1 | -1.4 | -3.0 | -5.9 | 0.4 | -6.1 | -1.0 | 3.7 | 1.0 | -11.0 | 1.6
CCNC(=S)N1CCn2cccc2C1c1cccnc1 (stereo unspecified) | -1.9 | -2.8 | 5.4 | 4.5 | 1.6 | 6.0 | -5.4 | 0.6 | 0.6 | 0.8
O=C(c1ccc2c(c1)ncn2C1CCCCCC1)N1CCC2(CC1)OCCO2 | -1.7 | 0.3 | -4.9 | 2.6 | -7.4 | -3.6 | 6.7 | 1.4 | 3.2 | -9.3
COc1cc2nc(CN3CC=C(c4ccccc4)CC3)[nH]c(=O)c2cc1OC | 14.4* | -1.6 | -2.6 | 4.9 | 0.5 | -2.0 | 2.0 | -1.3 | -5.9 | 6.2
CCC(=O)N1N=C2C3CCN(CC3)C2C1c1ccc(C)cc1 (stereo unspecified) | -5.1 | -0.8 | 5.2 | 5.2 | 14.9 | -0.2 | -1.4 | 0.2 | -2.6 | 0.4
CC(C)CCN1CCN(Cc2c(F)cccc2Cl)CC1CCO (stereo unspecified) | -0.8 | -7.1 | 0.2 | 7.0 | 8.3 | 3.9 | -4.6 | -1.8 | -10.2 | 1.6
Cc1nn(Cc2ccc(Cl)cc2Cl)c(Cl)c1C(=O)Nc1ccc(OC(F)F)cc1 | 0.7 | -1.2 | -0.4 | -4.7 | 3.9 | -1.3 | 1.9 | -1.8 | -7.7 | 0.5
CCOC(=O)C1=C(N)Oc2cc(C)oc(=O)c2C12C(=O)N1c3c(cccc32)C(C)=CC1(C)C (stereo unspecified) | 4.0 | -7.4 | -1.1 | 4.4 | -6.6 | -3.8 | -4.7 | -2.2 | -4.7 | -7.5
COc1cccc(-c2nc3ccc(N4CCN(C)CC4)cc3[nH]2)c1 | 6.8 | 0.5 | 4.6 | 0.7 | 5.0 | -3.6 | 4.1 | -1.4 | 10.2 | -3.2
CC(=NCc1ccc2c(c1)OCO2)c1c(O)n(-c2ccccc2)c(=O)[nH]c1=O | 2.1 | -1.1 | -0.8 | 1.4 | 4.0 | 1.6 | 4.4 | 0.0 | -16.9 | -3.9
Cc1ccc(-c2nc3ccccc3c(=O)n2-c2ccc(O)cc2)cc1 | -4.1 | -2.3 | -1.7 | 1.3 | 2.2 | 0.9 | 0.8 | -0.1 | 11.5 | 1.9
CC1CCC(N2CCN(C(=O)COc3ccccc3)CC2)CC1 (stereo unspecified) | 1.1 | -4.2 | 9.2 | -3.3 | 2.2 | 5.0 | -3.1 | -1.3 | 10.2 | 0.3
CCCCCn1c(=O)c(C(=O)NC(C)c2ccccc2)c(O)c2ccccc21 (stereo unspecified) | -3.4 | 2.7 | -0.9 | -0.8 | -3.3 | -1.2 | -6.6 | -0.8 | -5.2 | 3.3
CSCCC(c1nnnn1C(C)(C)C)N1CCC(n2c(=O)[nH]c3ccccc32)CC1 (stereo unspecified) | -4.2 | -0.9 | 2.4 | . | -13.2 | 3.5 | 1.5 | 0.4 | -5.7 | -2.1
NC(N)=N/N=C/c1ccc(N(c2ccccc2)c2ccccc2)cc1 | -3.7 | 29.8 | 42.4* | 45.5* | 1.7 | -11.3 | 4.1 | 1.1 | 3.8 | -17.6
O=C1C2CCCN2C(c2ccncc2)N1c1ccc(Cl)c(Cl)c1 (stereo unspecified) | -1.2 | 2.7 | -5.5 | -4.6 | -3.1 | -10.0 | -3.6 | -2.0 | -3.6 | -9.7
O=c1c2ccccc2nc(-c2ccco2)n1-c1ccncc1 | 0.3 | -2.0 | -0.9 | 10.8 | 6.1 | 0.1 | -0.8 | -1.6 | -5.4 | 0.8
COc1cc(OC)c2c(c1)O[C@@H](c1ccc(OC)c(OC)c1)[C@H](O)C2 | -1.9 | -4.7 | 4.8 | 3.4 | -11.9 | -2.9 | 2.7 | 0.0 | 2.6 | -0.8

Screening data: PubChem, several laboratories
